Source: PubChem BioAssay
PfG6PD inh: PfG6PD enzyme inhibitors, primary screen, biochemical, fluorescence intensity, uHTS. inhibition, % at 20 µM. PfGluPho enzyme, NADPH resazurin-diaphorase fluorescence. hit rate 0.78% among 350,000. glucose-6-phosphate dehydrogenase-6-phosphogluconolactonase (Plasmodium falciparum 3D7);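 active means inhibition reaching at least a set limit at 20 µM in the primary screen, cut at about 59% in these data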;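 further: 0% = DMSO wells with substrate and 100% = DMSO wells lacking glucose-6-phosphate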
UBC13 inh: UBC13 polyubiquitin chain formation inhibitors, primary screen, biochemical, TR-FRET, uHTS. Ubiquitin-conjugating enzyme E2 N (Homo sapiens), P61088. inhibition, % at 20 µM. hit rate 0.47% among 330,000; in the data active means inhibition above about 45%, passing the limit was not always enough
SENP8 block-1: SENP8 protease inhibitors, primary screen, biochemical, luminescence | Sentrin-specific protease 8 (Homo sapiens), Q96LD8 | purified SENP8, Z-RLRGG-aminoluciferin cleavage | inhibition, % at 10 µM | hit rate 1.2% among 330,000 | AID 2540, 2010; in the data active means inhibition above about 50%
Target sequence (Q96LD8 whole entry, looked up): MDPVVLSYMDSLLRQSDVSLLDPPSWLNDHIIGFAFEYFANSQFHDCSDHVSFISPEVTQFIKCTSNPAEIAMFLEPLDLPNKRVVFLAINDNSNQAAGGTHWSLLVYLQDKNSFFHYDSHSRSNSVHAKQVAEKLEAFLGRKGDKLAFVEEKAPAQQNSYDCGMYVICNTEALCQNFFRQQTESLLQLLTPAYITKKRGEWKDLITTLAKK
SENP8 block-2: human SENP8 protease inhibitors, primary screen, biochemical, fluorescence, Nedd8 protein substrate, uHTS; Sentrin-specific protease 8 (Homo sapiens), Q96LD8; recombinant SENP8; inhibition, % at 20 µM; hit rate 0.64% among 360,000; AID 602440, 2012; in the data active means inhibition mostly above about 40%, no sharp cut-off; inactive means mostly below about 27%
HKDC1 inh: HKDC1 hexokinase inhibitors, primary screen, biochemical, fluorescence, uHTS; Q2TB90; AID 493160, 2011; hit rate 0.16% among 340,000; inhibition, % at 20 µM; recombinant HKDC1, G6PDH/diaphorase resazurin coupled fluorescence;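 active means inhibition above about 35% when tested at 20 µM, limit read from the data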;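 further: plate controls were DMSO wells with enzyme for no effect and DMSO wells lacking enzyme for full effect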
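Assay system: in-house recombinant HK5 (HKDC1) enzyme. Input: HKDC1 at 5 µg/mL. Medium: Tris pH 8.0 buffer with MgCl2, Tween-20, BSA, BME. Dosing: single 20 µM dose. Schedule: 90 min reaction incubation at room temperature, dark. Signal: resazurin-to-resorufin fluorescence via G6PDH and diaphorase coupling, 525/613 nm. Controls: DMSO-enzyme wells negative, buffer-substituted wells positive.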
SENP1 inh: human SENP1 catalytic domain inhibitors, primary screen, biochemical, FRET, uHTS; Sentrin-specific protease 1 (Homo sapiens), Q9P0U3; recombinant SENP1 catalytic domain, CyPet-SUMO1-YPet FRET cleavage; inhibition, % at 10 µM; hit rate 0.21% among 360,000; AID 624204, 2012;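 active means inhibition at least 30% at 10 µM, raw YFP signal under a set limit, fluorescence ratio 0.5 to 1.5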;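 further: 0% = enzyme with DMSO and 100% = no enzyme wells; some results filed as inactive read as strong as hits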
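Assay system: hSENP1 catalytic domain, recombinant. Amount: SENP1 enzyme, 20 pM final. Schedule: 50 min reaction, RT, dark. Technique: FRET, CFP and YFP emission. Control set: no-enzyme wells low, DMSO-plus-enzyme wells high control.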
MIN6 prolif: inducers of MIN6 beta-cell proliferation, primary screen, ATP luminescence, uHTS | MIN6 cells proliferation, ATPlite luminescence, 48 h; cells starved in 0.2% serum; 100% = growth in 10% serum | proliferation, % at 10 µM | hit rate 0.29% among 330,000 | AID 2380, 2010;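 active means compounds whose signal lies at least 3.5 SD above the mean of all wells on their plate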;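 further: 0% = DMSO-treated cells in low-serum medium and 100% = 10% serum control; some compounds called inactive have numbers as strong as hits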
SENP7 inh: SENP7 protease inhibitors, primary screen, biochemical, luminescence, uHTS; AID 434973, 2010; Sentrin-specific protease 7 (Homo sapiens), Q9BQF6; recombinant SENP7, Z-RLRGG-aminoluciferin luminescence, 40 min; hit rate 1.5% among 330,000; inhibition, % at 5 µM;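 active means inhibition above about 50% at the single test dose, limit read from the data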;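 further: plate controls were DMSO with enzyme for no effect and no enzyme buffer wells for full effect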
Target sequence (Q9BQF6 706-1050 limits assumed): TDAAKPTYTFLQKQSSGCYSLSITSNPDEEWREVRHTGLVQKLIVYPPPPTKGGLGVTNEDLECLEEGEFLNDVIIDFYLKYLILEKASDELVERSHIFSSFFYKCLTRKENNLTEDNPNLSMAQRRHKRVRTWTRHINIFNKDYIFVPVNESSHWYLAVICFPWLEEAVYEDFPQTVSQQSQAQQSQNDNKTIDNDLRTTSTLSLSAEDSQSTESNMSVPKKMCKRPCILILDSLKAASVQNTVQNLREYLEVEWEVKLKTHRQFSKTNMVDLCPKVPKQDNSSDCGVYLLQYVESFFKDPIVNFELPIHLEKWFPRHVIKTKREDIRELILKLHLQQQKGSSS
SENP6 block: SENP6 protease inhibitors, primary screen, biochemical, luminescence, uHTS. hit rate 1.8% among 330,000. Recombinant SENP6 catalytic domain, aminoluciferin luminescence. inhibition, % at 10 µM;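 active means inhibition above about 50% at the single tested dose, limit read from the data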;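 further: plate controls were DMSO wells with enzyme for no effect and DMSO wells lacking enzyme for full effect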
Target sequence (Q9GZR1 628-1112 limits assumed): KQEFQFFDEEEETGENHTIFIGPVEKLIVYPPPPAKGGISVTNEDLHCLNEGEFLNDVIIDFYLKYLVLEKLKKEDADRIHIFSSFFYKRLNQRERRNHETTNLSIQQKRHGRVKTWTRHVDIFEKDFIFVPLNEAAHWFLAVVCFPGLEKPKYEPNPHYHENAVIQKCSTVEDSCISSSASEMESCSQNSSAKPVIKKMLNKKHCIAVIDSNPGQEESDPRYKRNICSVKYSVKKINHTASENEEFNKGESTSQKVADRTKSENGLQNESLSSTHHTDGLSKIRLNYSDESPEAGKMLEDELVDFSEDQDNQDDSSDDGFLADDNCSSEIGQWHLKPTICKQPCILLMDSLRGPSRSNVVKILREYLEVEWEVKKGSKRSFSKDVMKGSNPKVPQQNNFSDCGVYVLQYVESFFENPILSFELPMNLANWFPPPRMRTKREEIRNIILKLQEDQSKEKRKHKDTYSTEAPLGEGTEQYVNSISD
* hit, by the source's call; x = not tested or not shown.

Results follow in this order: PfG6PD inh	UBC13 inh	SENP8 block-1	SENP8 block-2	SENP7 inh	SENP1 inh	SENP6 block	MIN6 prolif	HKDC1 inh
COc1ccc(CC(=O)N[C@@H](C)C(=O)N2CCC3(CC2)NCCc2[nH]cnc23)cc1
 : 4	-1	-1	3	3	3	-11	-1	1
CSCCC(NS(=O)(=O)c1ccccc1)C(=O)OCc1nc2ccsc2c(=O)[nH]1 (stereo not drawn)
 : -12	6	-6	2	1	-1	-13	0	1
Cc1ccc2[nH]c3c(c2c1)CCc1cn[nH]c1-3
 : 40	9	-21	-89	5	-14	7	-2	20
C/C(=N\NC(=O)COc1cccc(Br)c1)c1ccc2c(c1)OCCO2
 : 12	14	-13	6	6	0	-20	0	-5
COc1ccc2c(c1)C(=O)CC(c1ccccc1F)O2 (stereo not drawn)
 : -2	8	-8	-401	-10	-1	-23	-2	-3
S=c1nn[nH]c2ccccc12
 : 18	x	x	3	x	-2	x	x	1
Cc1cc(C)n2nc(SCC(=O)Nc3ccc(F)cc3[N+](=O)[O-])nc2n1
 : 6	-18	4	8	5	-2	-4	-5	0
COc1cc2c(cc1OC)CN(C(=O)CNS(=O)(=O)c1ccc(C)c(C)c1)CC2
 : 0	5	5	7	0	-8	-4	-1	-3
O=C(CN1CCCCCC1)NCCN1C(=O)S/C(=C\c2ccccc2Cl)C1=O
 : 8	28	-3	8	-4	1	9	-4	-4
CC(=O)OCc1cc(=O)n(C)c(=O)n1C
 : -14	10	-5	12	6	2	-10	0	-8
O=C(CN1CCN(c2ccc(F)cc2)CC1)Nc1ccc(S(=O)(=O)N2CCOCC2)cc1
 : 11	-7	4	2	3	0	14	-5	-4
Cc1ccc(CCNC(=O)Cn2ccc3cc(S(=O)(=O)N4CCCC4)ccc32)cc1
 : -27	1	4	10	-9	0	11	-1	-11
CCN1CCSc2ccc(C(=O)NCc3ccccc3Br)cc21
 : 43	11	-17	-442	12	-5	-4	-2	4
CCN(CC)S(=O)(=O)c1ccc(NC(=O)c2ccc(N3CCCC3=O)cc2)cc1
 : -2	3	-4	2	5	-2	-2	-4	0
COc1ccc(-c2noc(C)c2-c2ccc3ccccc3n2)c(O)c1
 : -13	4	-3	-72	-15	1	-8	-3	6
O=C1c2ccccc2-c2onc3c(N4CCN(CCO)CC4)cc(N4CCN(C(=O)c5ccco5)CC4)c1c23
 : 75*	-175	11	75*	16	32*	20	-2	24
Cc1cc(C)cc(NC(=O)Nc2c(Br)cnn2C)c1
 : -4	-1	5	12	0	-1	-3	-2	-3
CC(C)C(OC(=O)CN1C(=O)c2ccccc2C1=O)C(=O)NC1CCCCC1 (stereo not drawn)
 : -10	-7	-10	3	-5	0	-10	-1	-1
Cc1ccc(C(=O)OCC(=O)NC(=O)c2ccccc2)o1
 : -2	0	1	1	-1	-3	4	5	-3
CCOc1nc2ccccc2nc1NS(=O)(=O)c1ccc(Cl)cc1
 : -14	-4	-1	-3	-7	-1	-7	0	-3
COc1ccccc1C(CNC(=O)CNC(=O)c1ccc(C)c(C)c1)N1CCCC1 (stereo not drawn)
 : -10	12	0	14	0	2	-2	7	0
CC1CCN(C(=O)CSc2nc(N)cc(N)n2)CC1
 : -6	-6	-2	0	-9	1	5	-2	6
Cc1cc(=O)n2c(C(=O)Nc3ccc(C)c(C)c3)c(C(=O)Nc3ccccc3)sc2n1
 : -5	-8	1	0	3	4	12	5	-6
Cc1cc2oc(=O)ccc2cc1[N+](=O)[O-]
 : -1	-3	-5	17	5	1	4	-1	-5
O=C(NCc1ccccc1)NC(O)C(Cl)(Cl)Cl (stereo not drawn)
 : 5	8	1	11	2	1	-2	-1	-11
COC(=O)C1CCN(Cc2ccc(OCCCN3CCN(c4ccc([N+](=O)[O-])cc4)CC3)cc2)CC1
 : 0	8	-7	23	-9	-8	4	-4	-4
O=C(/C=C/c1cccs1)N1CCC2(CC1)Oc1ccc(F)cc1C(=O)C21CC(c2ccc(Cl)cc2)=NO1 (stereo not drawn)
 : -2	-17	-13	6	7	0	-23	-1	5
O=C(C1CCCCN1S(=O)(=O)c1ccccc1)N1CCCCC1 (stereo not drawn)
 : -7	9	-2	17	7	1	-16	0	5
O=C(NCc1ccc(Cl)cc1)c1ccc(NC(=O)C2CCCO2)cc1 (stereo not drawn)
 : -5	10	3	7	-1	1	-3	0	-2
COc1ccc(N(CC(=O)Nc2cccc(C)c2)S(=O)(=O)c2c(C)noc2C)cc1
 : 17	-12	3	8	0	3	5	-3	-3
CCCC/C(O)=N\S(=O)(=O)c1ccc(N=NN(C)C)cc1
 : 4	-8	9	21	-3	2	10	-2	-4
COCCOC(=O)c1c(NC(=O)CSc2cccc[n+]2[O-])sc(C(N)=O)c1C
 : 1	8	8	14	1	2	3	-3	5
Cc1ccc(CSc2cc(C)[nH]c(=O)n2)cc1
 : 3	-3	-2	-2	3	-31	-10	-1	-2
COCCCn1c(=O)c2sccc2n2c(CCCC(=O)N(C)Cc3ccco3)nnc12
 : -7	-1	-2	0	-3	1	-3	-1	-3
CNC(=S)NCCc1ccc(OC)cc1
 : 2	0	0	-6	-13	0	-12	0	-6
Cc1ccc2sc(N3CCN(C(=O)c4ccc([N+](=O)[O-])o4)CC3)nc2c1C
 : 5	-1	-2	16	4	2	-3	-3	-8
CNS(=O)(=O)c1ccc(C(C)(C)C)cc1
 : 6	7	5	15	-6	1	9	-1	-10
COc1ccccc1NC(=O)C1CCCN1C(=O)NC1CCCCC1 (stereo not drawn)
 : 6	10	8	4	0	1	-7	0	-7
CCC(C)(C)NC(=O)CN(C(=O)CCC(=O)Nc1nccs1)c1ccc2c(c1)OCCO2
 : 3	-4	-9	2	-4	2	-17	-1	-2
O=C(O)c1cccc(N/N=C/c2cccnc2)c1
 : 7	x	x	6	x	1	x	x	-3
O=C(CC1SC(N2CCCC2)=NC1=O)Nc1ccc(C(=O)Nc2ccccc2)cc1 (stereo not drawn)
 : 1	3	-5	0	-4	2	1	0	-5
Fc1cccc(CN2CCN3CCCC3C2C2CCCCC2)c1 (stereo not drawn)
 : -16	11	-9	15	8	-1	3	-1	-3
CCOc1ccc(NC(=O)COC(=O)c2cc(=O)c3ccccc3o2)cc1
 : -7	-10	-15	8	-11	0	-3	-3	-7
CNC(=O)CN(c1cc(C)ccc1OC)S(=O)(=O)c1ccc(C)cc1
 : 6	-1	5	8	4	0	14	1	0
CCCCNC(=O)Cn1c(=O)n(C)c2ccccc21
 : 9	7	1	11	0	3	9	0	-6
CCOC(=O)C1=C(C)Nc2sc(C(=O)c3ccc(Br)cc3)c(N)c2C1c1ccc(C(=O)OC)cc1 (stereo not drawn)
 : -20	-16	-5	-31	-6	-24	-2	-4	16
CCS(=O)(=O)c1nc2ccccc2n1Cc1ccccn1
 : 1	1	2	6	-2	2	-13	-3	-2
CC(=O)c1ccc(NC(=S)NC(C)c2ccc(Cl)cc2Cl)cc1 (stereo not drawn)
 : 21	27	-1	12	2	0	0	-6	3
O=C(CSc1ccc(-c2ccncc2)nn1)N1CCCC1
 : -25	-2	2	9	9	0	-5	-2	3
CCCNC(=O)c1cnc(Sc2ncc(C(F)(F)F)cc2Cl)n1C
 : -6	7	5	35	10	0	2	0	4
O=C(COc1ccc(Cl)cc1)NCc1cn2cc(Cl)ccc2n1
 : -12	0	3	-17	6	-65	-7	1	-1
CC(C)Sc1nc2ccc(N3C(=O)C4CCCCC4C3=O)cc2s1 (stereo not drawn)
 : 4	1	-11	4	4	-1	-5	0	9
CCSc1nnc(Cn2c(=O)sc3ccccc32)n1C
 : 11	13	8	4	-7	-2	5	-4	-7
CCOC(=O)/C=c1/s/c(=C/c2ccc3cc(OC)ccc3c2)c(=O)n1CC(=O)NCc1ccc2c(c1)OCO2
 : -19	x	x	-344	x	-26	x	x	-1
CC(C)C(C)NC(=O)COc1ccc(OCc2ccccc2)cc1 (stereo not drawn)
 : 4	-11	4	5	4	1	5	-4	-3
C[C@H](CO)N1C[C@H](C)[C@@H](CN(C)S(=O)(=O)c2ccccc2)Oc2c(NC(=O)C3CC3)cccc2C1=O
 : 3	x	x	14	x	0	x	x	0
CCOC(=O)N1CCN(Cc2nc(Cc3cccc(C(F)(F)F)c3)no2)CC1
 : -8	6	-1	8	3	1	-9	-4	-5
COc1ccc(S(=O)(=O)c2c(O)c3ccc(C(=O)Nc4ccc(F)cc4F)cc3[nH]c2=O)cc1
 : -15	-2	1	-82	2	1	4	-5	-3
Cc1ccc(C2=C(c3ccc([N+](=O)[O-])cc3)C(=O)OC2)cc1C
 : 1	2	1	4	-1	12	12	-3	17
O=C(COC(=O)c1cc([N+](=O)[O-])ccc1Cl)NC1CCCC1
 : -11	4	-1	14	-1	1	-1	3	-4

(next part)
Results follow in this order: PfG6PD inh	UBC13 inh	SENP8 block-1	SENP8 block-2	SENP7 inh	SENP1 inh	SENP6 block	MIN6 prolif	HKDC1 inh
CCN(C(=O)COC(=O)c1cccc(NS(=O)(=O)c2ccc(F)c(F)c2)c1)C1CCS(=O)(=O)C1 (stereo not drawn)
 : x	-8	-6	x	3	x	-21	-3	x
Cc1cccc(CCNC(=O)C2CCN(S(=O)(=O)c3cccc4cccnc34)CC2)c1
 : -9	-2	-8	7	11	-1	-15	0	-7
CN(CC(=O)Nc1ccc(Cl)c(Cl)c1)C(=O)CC1OC(=O)c2ccccc21 (stereo not drawn)
 : 6	3	-9	-4	0	2	-7	0	0
CCc1nnc(NS(=O)(=O)c2ccc(N/C=C/C(=O)c3ccc(C)cc3)cc2)s1
 : -12	-31	-8	-262	-5	-103	-33	-3	-4
COc1ccccc1CNC(=O)c1ccc2nc(N3CCOCC3)sc2c1
 : 6	1	-7	3	2	2	-9	3	-2
COC(=O)c1nnn(-c2nonc2N)c1CSc1ccc(Cl)cc1
 : 14	-2	-10	7	8	3	-6	0	2
CCCNC(=O)OCC12CC3CC(CC(C3)C1)C2
 : -15	6	2	18	0	0	-7	1	-10
COc1cc(NS(=O)(=O)c2cn(C)cn2)cc(OC)c1
 : 16	-7	-1	5	14	1	-8	-3	-3
O=[N+]([O-])c1ccc(S(=O)(=O)Nc2cccc(-c3ccc(N4CCOCC4)nn3)c2)cc1
 : 2	-6	-4	6	6	1	4	-4	-4
O=C(NCc1ccco1)c1nnc(Cc2ccc(F)cc2)o1
 : 4	-6	-10	16	15	0	-14	1	-8

Structures from the list above with a CF3 group (two):
Results follow in this order: PfG6PD inh	UBC13 inh	SENP8 block-1	SENP8 block-2	SENP7 inh	SENP1 inh	SENP6 block	MIN6 prolif	HKDC1 inh
CCCNC(=O)c1cnc(Sc2ncc(C(F)(F)F)cc2Cl)n1C
 : -6	7	5	35	10	0	2	0	4
CCOC(=O)N1CCN(Cc2nc(Cc3cccc(C(F)(F)F)c3)no2)CC1
 : -8	6	-1	8	3	1	-9	-4	-5

Random draw from the library, and some 4% of all compounds hit somewhere here.
